Source: PubChem BioAssay
UBC9 SUMO inh = SUMOylation inhibition | inhibition, % at 35 µM | 290,000 tested, 0.36% active | P63279 | HTRF SUMOylation assay, SAE1/SAE2 + UBC9, in vitro; in the data active means inhibition above about 50%, passing the limit was not always enough; further: strong numbers were not always called active
Target sequence (P63279 whole entry, looked up): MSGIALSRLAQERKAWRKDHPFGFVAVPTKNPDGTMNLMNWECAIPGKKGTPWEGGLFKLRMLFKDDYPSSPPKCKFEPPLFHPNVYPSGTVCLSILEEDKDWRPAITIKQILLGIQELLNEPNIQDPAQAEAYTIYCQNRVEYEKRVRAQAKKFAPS
GalR3 antagonist = blocks the human galanin receptor 3. HEK293 GalR3-CNG cAMP membrane potential fluorescence; galR3 body fused to GalR1 C-terminus. inhibition, % at 3 µM. 360,000 tested, 0.44% active;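 active means inhibition above the screen-wide average plus 3 SD, cut at about 13% in these data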;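 further: forskolin and galanin both at EC90 stimulate the cells; cAMP rise reported by CNG channel membrane potential dye signal; 0% = forskolin plus galanin with DMSO and 100% = forskolin alone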
Target sequence (O60755 1-299 limits assumed): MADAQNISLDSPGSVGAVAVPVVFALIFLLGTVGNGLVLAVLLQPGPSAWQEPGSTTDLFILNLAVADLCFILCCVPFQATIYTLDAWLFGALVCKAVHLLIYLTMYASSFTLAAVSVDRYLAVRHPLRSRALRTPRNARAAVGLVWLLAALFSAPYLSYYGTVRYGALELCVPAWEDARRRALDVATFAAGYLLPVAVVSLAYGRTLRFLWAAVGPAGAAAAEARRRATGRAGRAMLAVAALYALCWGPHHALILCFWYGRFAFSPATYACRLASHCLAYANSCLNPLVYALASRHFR
MEKK2mut PB1 HTS = signal of MEK5 binding to mutant human MEKK2 PB1 domain | bead flow cytometry, Alexa488-MEK5 binding to MEKK2 mutant | 290,000 tested, 0.35% active | AID 1530 | percent response, % at 10 µM; in the data active means percent response above about 24%, passing the limit was not always enough; further: inactives centre near 1; some results filed as inactive read as strong as hits
NS3 helicase inh = HCV NS3 helicase inhibition. NS3 helicase DNA unwinding, Cy5 molecular beacon fluorescence. inhibition, % at 10.9 µM. 290,000 tested, 0.56% active. AID 1800;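 active means inhibition above the mean of all tested compounds plus 3 SD, set per campaign, cut at about 35% in these data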;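 further: 0% = DMSO wells and 100% = thioflavine S control wells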
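System: NS3 helicase fragment of HCV / Schedule: 1 h at 25 °C / Control set: DMSO alone as 0% and 110 µM thioflavine S as 100% / Reagent: Cy5/quencher beacon DNA duplex and ATP to start / Technique: Cy5 fluorescence / Replication: singlicate / Evaluation: % inhibition of end-to-start signal ratio versus controls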
MEKK3 PB1 HTS = modulators (inhibitors or enhancers) of MEK5 binding to human MEKK3 PB1 domain. Q99759. bead-based flow cytometry, Alexa488-MEK5 binding to MEKK3; actives lie on both sides; 0 = blocked by unlabeled MEK5, 100 = vehicle. binding response (% of control), % at 10 µM. 290,000 tested, 1.4% active. AID 1529;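 active means binding response more than 3 SD above or below the average of its plate-row segment, actives on both sides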;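 further: Alexa488 bead fluorescence after subtracting the streptavidin-only scavenger bead signal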
Target sequence (Q99759 whole entry, looked up, the tested form may be a part): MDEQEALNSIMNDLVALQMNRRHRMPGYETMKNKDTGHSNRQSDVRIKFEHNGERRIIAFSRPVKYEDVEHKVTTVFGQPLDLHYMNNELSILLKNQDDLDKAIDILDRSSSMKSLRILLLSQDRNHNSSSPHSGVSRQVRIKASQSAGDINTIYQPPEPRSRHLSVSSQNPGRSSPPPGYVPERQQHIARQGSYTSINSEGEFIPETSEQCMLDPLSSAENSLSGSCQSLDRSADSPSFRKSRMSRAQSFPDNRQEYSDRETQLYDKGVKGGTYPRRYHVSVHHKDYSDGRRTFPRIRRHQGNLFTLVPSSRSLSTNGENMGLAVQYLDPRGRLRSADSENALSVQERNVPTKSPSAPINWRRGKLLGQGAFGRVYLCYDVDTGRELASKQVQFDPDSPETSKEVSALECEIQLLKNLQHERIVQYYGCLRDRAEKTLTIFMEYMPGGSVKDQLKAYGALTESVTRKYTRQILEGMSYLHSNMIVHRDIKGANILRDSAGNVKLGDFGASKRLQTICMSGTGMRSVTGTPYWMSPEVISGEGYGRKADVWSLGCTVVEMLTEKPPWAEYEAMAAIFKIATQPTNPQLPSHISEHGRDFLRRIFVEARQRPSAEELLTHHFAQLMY
MEKK2 WT-MEK5 = raises or lowers MEK5 binding to wildtype human MEKK2 PB1 domain | Q9Y2U5 | bead flow cytometry, Alexa488-MEK5 binding to MEKK2 WT; actives lie on both sides | binding response (% of control), % at 10 µM | 290,000 tested, 1.1% active | AID 1531; in the data active means binding response below about 67% or above about 130%
FID counter = fluorescent intercalator displacement, NS3 helicase counter-screen; DNA fluorescent intercalator displacement, fluorescence; inhibition, % at 7.9 µM; 290,000 tested, 0.17% active; in the data active means inhibition above about 37%;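 further: 0% = vehicle and 100% = reference compound; higher means more ethidium bromide displaced from hairpin DNA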
CRFBP-R2 agonist = CRF-BP/CRF-R2 complex agonism | HEK293 CRF-R2/CRF-BP, calcium dye fluorescence (FLIPR); percent of saturating CRF peptide response | activation, % at 13.2 µM | 350,000 tested, 0.46% active | AID 588473;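 active means activation of at least 50%, plus an integration ratio under a set limit after plate pattern correction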;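 further: plate controls were neutral control wells without compound for no effect and CRF at EC100 for full effect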
CRFBP-R2 block = antagonists of CRF-binding protein/CRF-R2 receptor complex. HEK293 CRF-R2/CRF-BP, CRF-induced calcium fluorescence. 350,000 tested, 0.59% active. inhibition, % at 11.8 µM. AID 588475;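 active means inhibition of the ligand-induced calcium signal above about 50% at the single tested concentration, limit read from the data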
Starred values were filed as active, the others as inactive; x = no result given. Not all compounds are listed; the hit share may differ from the screen's.

entry | mol | UBC9 SUMO inh | GalR3 antagonist | MEKK2mut PB1 HTS | NS3 helicase inh | MEKK3 PB1 HTS | MEKK2 WT-MEK5 | FID counter | CRFBP-R2 agonist | CRFBP-R2 block
1 | O=C(CSc1nnc(CNc2ccc(F)cc2)n1CC1CCCO1)N1CCOCC1 (stereo unspecified) | -1 | -8 | -4 | 2 | 103 | 99 | -7 | -0.3 | 2
2 | Cc1ccc(S(=O)(=O)Nc2ccc(Cl)cc2C(=O)c2ccc(F)cc2)cc1 | -9 | -1 | 10 | 3 | 99 | 99 | -8 | 0.0 | 14
3 | Nc1nnc(SCCCC(=O)c2ccc(F)cc2)s1 | 5 | -1 | 0 | -15 | 108 | 100 | -7 | 0.6 | 0
4 | COc1cc(/C=C2\SC(=S)N(Nc3ccccc3)C2=O)ccc1O | 7 | -13 | -3 | -4 | 94 | 58 | 2 | 50 | -119
5 | Cc1cccc2sc(NC(=O)CSc3nnnn3C)nc12 | 1 | -4 | -2 | -3 | 100 | 103 | -4 | 1.1 | 6
6 | Cc1cnc(CN(C)Cc2c(C(=O)N3CCc4ccccc4C3)nc3ccc(Cl)cn23)[nH]1 | 17 | -4 | 3 | -6 | 110 | 102 | 11 | 0.5 | 5
7 | COc1ccc(N(CC(=O)N2CCOCC2)S(C)(=O)=O)cc1Cl | 12 | -4 | 19 | -1 | 101 | 107 | 0 | -0.9 | -2
8 | Cc1nn(CC(=O)NC2CCCCC2)c(=O)c2cccn12 | 23 | -6 | 5 | -3 | 101 | 102 | -5 | -0.2 | 5
9 | COc1ccc(-c2cc(C(=O)N3CCN(Cc4ccc5c(c4)OCO5)CC3)on2)cc1OC | -2 | -8 | 2 | -19 | 101 | 103 | -28 | -0.5 | 18
10 | COc1ccc(NC(=O)CSc2nnc(N)s2)c([N+](=O)[O-])c1 | 5 | 1 | 6 | 5 | 103 | 98 | -3 | 0.4 | 65*
11 | Fc1ccccc1SCc1nnc(-c2ccccc2Br)o1 | -16 | -3 | -5 | 6 | 98 | 94 | -18 | 1.0 | -6
12 | Cn1c(=O)c(=O)n(C)c2cc(S(=O)(=O)Nc3ccc4c(c3)OCCO4)ccc21 | -1 | -1 | -4 | 3 | 97 | 97 | 2 | 3.1 | 3
13 | Cc1nc2ccccn2c1/C(O)=C1\C(=O)C(=O)N(CCN(C)C)C1c1ccco1 (stereo unspecified) | 5 | -4 | 1 | 15 | 100 | 101 | -3 | -0.4 | 4
14 | CN(C)C(=O)N1CCC(C(=O)NCC2CCCO2)CC1 (stereo unspecified) | 19 | -4 | x | -7 | x | x | 0 | 0.1 | 17
15 | COc1ccc(NC(=O)CCC(=O)OC(C(=O)c2ccccc2)c2ccccc2)cc1 (stereo unspecified) | 10 | -3 | -2 | -2 | 105 | 97 | -1 | -1.6 | 10
16 | Cc1ccc(CSc2nc3ccccc3cc2C=O)cc1 | 4 | -4 | -8 | 12 | 107 | 93 | 3 | 2.6 | -19
17 | CC(C)N=C(Nc1ccc(Cl)cc1)c1cccnc1 | 23 | -3 | 2 | 2 | 103 | 99 | 2 | 3.4 | -38
18 | N#CCOC(=O)C1c2ccccc2Oc2ccccc21 | 9 | -8 | 1 | 1 | 103 | 100 | -9 | 0.1 | 7
19 | CCOC(=O)c1sc(NC(=O)c2ccc(S(=O)(=O)N3CCCCCC3)cc2)nc1-c1ccccc1 | 11 | -1 | -7 | 1 | 96 | 89 | 5 | 7.6 | -22
20 | COc1ccc(C)cc1NC(=O)CSc1nnnn1C1CCCC1 | -3 | -9 | 9 | 20 | 102 | 106 | -30 | -2.2 | 32
21 | CC(C)c1ccc(C2(O)C(=O)Nc3cc(Br)ccc32)c(O)c1 (stereo unspecified) | 5 | -5 | 2 | -13 | 103 | 105 | -15 | 1.6 | -8
22 | CN(C)C(=O)COc1ncnc2sc(-c3ccccc3)cc12 | 19 | -4 | 2 | -3 | 106 | 102 | -4 | 0.4 | 11
23 | CCOC(=O)C1CCCN(C(=O)c2ccc3c(c2)N(C)C(=O)/C(=C/c2ccccc2Cl)S3)C1 (stereo unspecified) | 10 | 1 | -1 | -17 | 98 | 97 | -67 | 4.0 | -24
24 | CN1CCN(c2ccc(S(=O)(=O)N3CCCCC3)cc2NC(=O)c2cccc([N+](=O)[O-])c2)CC1 | 7 | -5 | 3 | -13 | 104 | 102 | 16 | 3.0 | -31
25 | CCCC(=O)Nc1ccc(C(=O)Nc2cccc(OC)c2)cc1 | 26 | -4 | -3 | -3 | 97 | 95 | -19 | -0.2 | 2
26 | CN(Cc1ccccc1)C(=O)COc1ccc(N(C)S(=O)(=O)c2ccc(F)cc2)cc1 | 2 | 2 | -26 | 9 | 59 | 64 | -37 | 0.1 | 7
27 | CC(NC(=O)CN(c1ccc(F)cc1)S(C)(=O)=O)c1ccccc1 (stereo unspecified) | -4 | -10 | 1 | 11 | 106 | 104 | -12 | -1.0 | 6
28 | O=C(NCc1cccc(Cl)c1)c1ccco1 | 9 | -6 | 5 | 3 | 98 | 100 | 5 | -2.9 | 12
29 | CCOC(=O)C1(CCCc2ccccc2)CCN(C(=O)CCn2cncn2)CC1 | 12 | 0 | -10 | 4 | 97 | 93 | -29 | 1.1 | 1
30 | CCN(CC(=O)NCCCN1CCOCC1)S(=O)(=O)c1ccc(Cl)cc1 | 6 | -2 | 3 | 10 | 101 | 98 | 0 | -3.9 | 25
31 | CN(C)c1ccc(CNc2nc3ccccc3s2)cc1 | 7 | x | 5 | -7 | 100 | 105 | 1 | x | x
32 | COC(=O)CSc1nc2ccc(NC(=O)CSc3nnnn3Cc3ccccc3)cc2s1 | 33 | -10 | 0 | 8 | 106 | 99 | -5 | -1.2 | 16
33 | Cc1ccc(-c2cc(C(=O)OCC(=O)Nc3cc(C)on3)c3ccccc3n2)c(C)c1 | 8 | 1 | -5 | 0 | 95 | 101 | -2 | 0.8 | -64
34 | CCN(CC)CC#CCOC(=O)C(O)(c1ccccc1)C1CCCCC1 (stereo unspecified) | -11 | x | 8 | -14 | 110 | 97 | 6 | -1.5 | -4
35 | COc1ccc(C2=NN(S(=O)(=O)c3ccccc3)C(c3ccccc3)C2)cc1 (stereo unspecified) | 0 | -6 | 11 | -8 | 109 | 102 | -13 | -1.6 | -5
36 | Fc1ccc(CNc2nc3ccccc3n3cnnc23)cc1 | 4 | 1 | -1 | 9 | 93 | 96 | -2 | -1.5 | -4
37 | CC(=O)c1cccc(OCC(=O)N2CCN(c3ccc(C(F)(F)F)cn3)CC2)c1 | 18 | -4 | 5 | -9 | 101 | 99 | -11 | 4.3 | 16
38 | Cc1cccc(N2CCN(S(=O)(=O)c3c(C)[nH]c(C)c3C(=O)N3CCCCC3)CC2)c1C | -5 | -2 | 1 | -5 | 95 | 94 | -54 | 0.2 | -15
39 | CCCOc1ccc(C(CC(=O)O)NS(=O)(=O)c2ccc(NC(C)=O)cc2)cc1 (stereo unspecified) | 25 | 1 | x | -1 | x | x | 0 | 1.9 | 6
40 | O=C(O)c1ccc(Cn2ccc3ccccc32)o1 | 9 | -2 | 4 | -1 | 105 | 104 | -17 | 2.1 | 10
41 | O=C(Nc1ccccc1-c1nc2ccccc2s1)c1ccc(Br)o1 | 49 | -5 | 2 | 1 | 102 | 99 | 0 | 0.1 | -12
42 | O=C(NCCCn1ccnc1)C(=O)NCC1OCCCN1S(=O)(=O)c1ccc(Cl)cc1 (stereo unspecified) | -1 | -3 | -2 | 2 | 101 | 100 | -1 | -2.2 | 10
43 | Cc1nn(-c2ccccc2)c(=S)c2ccccc12 | -10 | -5 | -1 | -13 | 102 | 98 | 2 | 0.2 | 0
44 | CC(NC(=O)C1C2C=CC(C2)C1C(=O)O)c1ccccc1 (stereo unspecified) | -8 | -5 | 7 | -6 | 109 | 109 | -2 | -0.5 | -1
45 | CCN(CC)C(=O)N1CCN(S(=O)(=O)c2ccc(C)cc2)CC1 | 23 | 0 | -4 | -1 | 91 | 97 | -10 | -1.1 | -4

Among those listed so far, these contain a nitro group on carbon.
entry | mol | UBC9 SUMO inh | GalR3 antagonist | MEKK2mut PB1 HTS | NS3 helicase inh | MEKK3 PB1 HTS | MEKK2 WT-MEK5 | FID counter | CRFBP-R2 agonist | CRFBP-R2 block
10 | COc1ccc(NC(=O)CSc2nnc(N)s2)c([N+](=O)[O-])c1 | 5 | 1 | 6 | 5 | 103 | 98 | -3 | 0.4 | 65*
24 | CN1CCN(c2ccc(S(=O)(=O)N3CCCCC3)cc2NC(=O)c2cccc([N+](=O)[O-])c2)CC1 | 7 | -5 | 3 | -13 | 104 | 102 | 16 | 3.0 | -31

(continued)
entry | mol | UBC9 SUMO inh | GalR3 antagonist | MEKK2mut PB1 HTS | NS3 helicase inh | MEKK3 PB1 HTS | MEKK2 WT-MEK5 | FID counter | CRFBP-R2 agonist | CRFBP-R2 block
46 | O=C1c2ccccc2S(=O)(=O)c2cc(C(=O)N3CCN(C(=O)c4ccccc4)CC3)ccc21 | x | -3 | 2 | x | 101 | 104 | x | -1.6 | -8
47 | CCN1CCN(C(=O)c2[nH]c3ccc(OC)cc3c2C)CC1 | 13 | -7 | 0 | -8 | 99 | 99 | -5 | 0.0 | 6
48 | O=C(NC(=S)Nc1ccc2[nH]c(=O)[nH]c2c1)c1cccc(F)c1 | 13 | -8 | 4 | 5 | 96 | 96 | -8 | -0.1 | -3
49 | CCOCCOC(=O)c1ccc(-n2cncn2)nc1 | 13 | -6 | 0 | -5 | 97 | 97 | 0 | 3.4 | -26
50 | O=C(NCC1CCOCC1)c1ccc2nc(Cc3cccc(Cl)c3)oc2c1 | -2 | 1 | 8 | -9 | 106 | 103 | -34 | -0.6 | 13
51 | CC(=O)Nc1ccc(S(=O)(=O)NC2=C(N3CCN(c4ccc(F)cc4)CC3)C(=O)c3ccccc3C2=O)cc1 | 43 | -1 | x | -1 | x | x | 1 | 0.1 | -21
52 | COC(CN(C)S(=O)(=O)c1cc2c3c(c1)CCC(=O)N3CCC2)OC | 10 | 1 | 1 | 16 | 101 | 98 | -9 | 0.5 | -1
53 | N#Cc1c(C(F)(F)F)cc(-c2ccccc2)nc1SCC(=O)N1CCOCC1 | -7 | -3 | -5 | 0 | 100 | 96 | -4 | -1.3 | -9
54 | Cc1cc(C)c2c(N)c(C(=O)NN3CC(=O)N(c4ccccc4)CC3=O)sc2n1 | 41 | -5 | -1 | -7 | 97 | 99 | -8 | -2.0 | 2
55 | Nc1c([N+](=O)[O-])cnnc1-c1ccccc1 | 10 | -2 | 3 | -6 | 106 | 104 | -6 | -1.3 | 13
56 | COC(=O)c1ccc(C(=O)OC)c(N)c1 | -1 | x | -5 | -4 | 91 | 92 | 0 | x | x
57 | Brc1ccc(CSc2ncn[nH]2)cc1 | 12 | -1 | 7 | -6 | 100 | 99 | -4 | -1.7 | 13
58 | COc1ccc(-c2cc(=O)oc3c(C)c(OCC(=O)N(C)C)ccc23)cc1 | 18 | -4 | 7 | -7 | 105 | 103 | -20 | -1.5 | 3
59 | C=CCn1c(-c2cccnc2Cl)nc2ccccc21 | 15 | -5 | -5 | 7 | 99 | 95 | -5 | -1.6 | 3
60 | O=C(O)c1ccc(N=Cc2c(O)ccc3ccccc23)cc1 | 18 | -10 | 1 | 4 | 100 | 100 | 0 | -0.1 | 3
61 | O=C(NN1C(=O)C2C3c4ccccc4C(c4ccccc43)C2C1=O)c1ccccc1 (stereo unspecified) | 0 | -6 | 1 | 7 | 127 | 109 | 1 | -10 | -8
62 | O=C(NC1CCCC1)c1cc2nc(-c3ccccc3)cc(-c3ccccc3)n2n1 | 17 | 1 | -14 | 2 | 51 | 59 | -2 | -0.6 | -11
